RXFP1 antag = RXFP1 (human) relaxin receptor antagonism | Q9HBX9 | HEK293-RXFP1, relaxin-stimulated cAMP HTRF, 30 min; active compounds read low | activity change, negative = inhibition, % at 57.5 µM | 350,000 compounds, 0.59% hits | AID 1259400;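 active = activity change of -60% or lower, but not beyond a set lower limit; inconclusive = change between -60% and -40%, or beyond the set limit; inactive = change above -40%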
Target sequence (Q9HBX9 whole entry, looked up): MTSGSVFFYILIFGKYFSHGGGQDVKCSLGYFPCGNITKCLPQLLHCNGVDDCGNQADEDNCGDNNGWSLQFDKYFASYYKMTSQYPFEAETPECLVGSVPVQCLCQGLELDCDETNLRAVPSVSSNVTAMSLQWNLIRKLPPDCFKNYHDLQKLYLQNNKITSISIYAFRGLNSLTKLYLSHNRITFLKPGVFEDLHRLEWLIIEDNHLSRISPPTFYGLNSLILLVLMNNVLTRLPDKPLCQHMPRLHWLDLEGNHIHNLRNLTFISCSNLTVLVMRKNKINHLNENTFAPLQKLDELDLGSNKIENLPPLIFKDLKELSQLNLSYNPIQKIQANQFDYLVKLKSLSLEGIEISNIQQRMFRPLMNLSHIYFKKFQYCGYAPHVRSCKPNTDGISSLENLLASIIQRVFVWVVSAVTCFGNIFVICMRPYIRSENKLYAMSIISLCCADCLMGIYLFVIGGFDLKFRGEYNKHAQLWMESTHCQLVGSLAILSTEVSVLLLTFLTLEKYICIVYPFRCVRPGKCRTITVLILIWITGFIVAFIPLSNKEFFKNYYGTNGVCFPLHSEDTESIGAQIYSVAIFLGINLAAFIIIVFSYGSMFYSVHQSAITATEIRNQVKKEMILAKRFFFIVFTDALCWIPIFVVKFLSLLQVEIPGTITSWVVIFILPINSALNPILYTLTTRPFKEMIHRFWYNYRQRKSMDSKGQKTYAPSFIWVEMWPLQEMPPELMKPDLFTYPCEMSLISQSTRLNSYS
Numbers without * were called inactive; ? = inconclusive. % is scaled to controls: 0 for no effect and ±100 for the full control effect. The list is partial (hit frequency here may not be typical).

RXFP1 antag | Molecule
12 | O=C1CCCN1c1ccc([N+](=O)[O-])cc1
4 | CCc1ccccc1NC(=O)c1nnn(CC(=O)Nc2cccc(C)c2)c1N
-9 | Oc1ccccc1-c1n[nH]c(-c2ccccc2O)n1
-6 | Cn1c(SCc2ccccc2F)nc2ccccc2c1=O
-2 | COc1ccc(S(=O)(=O)N2CCCCC2)cc1NC(=O)c1cccc(S(=O)(=O)N2CC(C)OC(C)C2)c1 (stereo not drawn)
-10 | O=C(COC(=O)/C=C/c1cc(Br)ccc1F)NC1CC1
-9 | Cc1c(C(=O)NN2CCN(C)CC2)cccc1[N+](=O)[O-]
-5 | Cn1c(=O)oc2ccccc2c1=O
-10 | O=C1CC2(CCN1)CCN(Cc1ccccc1)CC2
-16 | Cc1nc2nc(N)nc(OCc3ccccc3)c2nc1C
5 | CCN(CC(=O)NCc1cccs1)C(=O)Cc1ccc(Cl)c(Cl)c1
5 | CC(=O)Nc1ccc(C=NNc2nnc(NN=Cc3ccc(NC(C)=O)cc3)c3ccccc23)cc1
3 | C[C@H](CO)N1C[C@H](C)[C@H](CN(C)C(=O)Nc2ccc(C(F)(F)F)cc2)Oc2ncc(Br)cc2C1=O
-4 | CCn1c2ccccc2c2cc(N=C3SC(CC(=O)Nc4ccccc4)C(=O)N3C)ccc21 (stereo not drawn)
-5 | COc1ccc(NS(=O)(=O)c2cc(NC(=O)c3ccccc3)ccc2N2CCOCC2)cc1
-3 | COc1ccc2c(C(=S)N(C)CC(=O)O)cccc2c1C(F)(F)F
-1 | O=[N+]([O-])c1ccc2[nH]c(=S)sc2c1
0 | Nc1nc(=O)c2ccccc2s1
-7 | Nc1cccc2c(O)cc(S(=O)(=O)O)cc12
7 | N#CC(=Cc1ccccn1)c1nc(-c2ccc(Cl)cc2)cs1
? | Cc1cc(O)c2ccccc2c1O
-15 | CCCn1c(=S)[nH]c2cc(C(=O)N3CCN(c4ccccc4)CC3)ccc2c1=O
3 | COc1ccc(CCNC(=O)CSc2ccc3nnc(CCNC(=O)c4ccc(C)cc4)n3n2)cc1OC
3 | Cc1cccc(C)c1OCC(=O)Nc1cccc(S(=O)(=O)N2CCCCCC2)c1
-19 | CC(=O)OC1CCC2C3CCC4=C(CC(F)C(=O)C4)C3CCC12C (stereo not drawn)
2 | C[C@H]1CN([C@@H](C)CO)C(=O)CCCn2cc(nn2)CO[C@@H]1CN(C)S(=O)(=O)c1ccccc1C#N
-16 | Cc1ccc(C2(C)NC(=O)N(CC(=O)N3CCc4ccccc43)C2=O)cc1 (stereo not drawn)
16 | CCCSc1nc(N)nc2c1ncn2C1OC(CO)C(O)C1O (stereo not drawn)
3 | OC(c1ccccc1)C(Nc1ccccn1)c1ccccc1 (stereo not drawn)
-13 | COc1ccc(/C=C/C(=O)OCC(=O)NCCc2ccccc2)c(OC)c1
-9 | CN(C(=O)c1ccc(-c2ccccc2)cc1)C1CCCCC1
14 | C[C@H]1CN([C@@H](C)CO)C(=O)CCCn2cc(nn2)CO[C@@H]1CN(C)C(=O)Cc1ccccc1
4 | CCn1c2ccccc2nc2cc3c(cc21)c(Cl)c(=O)c1ccccc13
-12 | Cc1cc(C(=O)OCC(=O)NCCN2C(=O)CSC2=O)ccc1[N+](=O)[O-]
3 | O=C(O)Cc1ccc(NS(=O)(=O)c2ccc3c(c2)OCCO3)cc1
2 | O=C1c2ccccc2S(=O)(=O)N1CCCN1C(=O)c2ccccc2S1(=O)=O
-2 | C[C@@H]1CN([C@@H](C)CO)C(=O)CCCn2nncc2CO[C@H]1CN(C)C(=O)C1CCCCC1
9 | O=C(NCCc1cccs1)c1ccc(CS(=O)Cc2cccc(Cl)c2)o1 (stereo not drawn)
1 | COC(=O)c1ccc(CSc2nc(C(F)F)cc(C)c2C#N)o1
-3 | CCOC(=O)C1C(=O)NC(C(=O)OCC)(C(=O)OCC)C1C(C)CC (stereo not drawn)
-10 | N#CCCn1nc2c(c1N)CCC2
-13 | CCN1CCN(c2ccc(S(=O)(=O)N3CCOCC3)cc2N)CC1
4 | COc1ccc(CNC(=O)COC(=O)c2ccc(S(=O)(=O)N3CCCCC3)cc2)cc1
-2 | CCN(CC(=O)NCc1cccs1)C(=O)c1ccc(S(=O)(=O)N(C)c2ccccc2)cc1
8 | Cc1ccc(C(=O)NN=C2CCCC2)cc1C
? | CCOc1cc(OCC)c(C(=O)CCC(=O)O)cc1OCC
2 | Cc1ccc(C)c(OCC(=O)OCc2csc(CC(=O)Nc3ccccc3C)n2)c1
-6 | CSc1ccccc1NC(=O)COC(=O)c1cnc(C)cn1
8 | CC(=O)OCC1=C(C(=O)O)N2C(=O)[C@@H](NC(=O)Cc3ccccc3)[C@H]2SC1
-4 | CC(NC(=O)c1ccccc1)C(=O)OCC(=O)Nc1cccc(S(=O)(=O)N2CCCC2)c1 (stereo not drawn)

4 entries drawn at random from those above, as already listed:
RXFP1 antag | Molecule
-9 | CN(C(=O)c1ccc(-c2ccccc2)cc1)C1CCCCC1
9 | O=C(NCCc1cccs1)c1ccc(CS(=O)Cc2cccc(Cl)c2)o1 (stereo not drawn)
-10 | N#CCCn1nc2c(c1N)CCC2
16 | CCCSc1nc(N)nc2c1ncn2C1OC(CO)C(O)C1O (stereo not drawn)

Other results.
RXFP1 antag | Molecule
6 | COc1ccc(CNC(=O)C(C)OC(=O)c2cccc(N(C)C)c2)cc1 (stereo not drawn)
5 | COc1ccc(C(=O)Nc2nc(CC(=O)NCc3c(F)cccc3F)cs2)cc1
-91* | O=C(C(Br)=Cc1ccccc1)c1ccccc1
1 | COc1ccccc1NS(=O)(=O)c1cc(C(=O)NC2CCN(Cc3ccccc3)CC2)ccc1C
-8 | CN1C(CSCC(F)(F)F)Nc2cc(Cl)c(S(N)(=O)=O)cc2S1(=O)=O (stereo not drawn)
-12 | O=C(c1cccs1)N1C[C@@H](O)[C@H](n2cc(C3CC3)nn2)C[C@@H]1c1ccc(Cl)cc1
0 | O=C1Nc2c(Cl)cc(Cl)cc2C1=O
-11 | COc1cc(C)c(CN2CCN(c3ncccn3)CC2)cc1C
-24 | N#C/C(=C/c1ccc(N2CCCCCC2)o1)c1ccc(F)cc1
16 | COc1ccc(C(=O)NCCCNc2nc3cc(C)cc(C)c3cc2C#N)cc1
10 | O=C(O)CCNC(=O)c1ccc(N=Nc2ccc(O)c(C(=O)O)c2)cc1
-13 | COc1ccc(N(CC(=O)NCc2cccs2)S(=O)(=O)c2ccc(C(C)=O)cc2)cc1
3 | Cc1ccc(NS(=O)(=O)c2ccc(C(C)C)cc2)cc1S(=O)(=O)N1CCOCC1
6 | C[C@@H](O)CNC(=O)c1[nH]cnc1C(=O)Nc1ccc(CNC(=O)OC(C)(C)C)cc1
-5 | Nn1c(Cc2ccccc2)nnc1Cc1ccccc1
-1 | S=C(NCc1ccco1)NCc1ccco1
10 | O=C1OCC/C1=C\NCCCN/C=C1\CCOC1=O
5 | CCOC(=O)C1CCN(C(=O)COC(=O)/C=C/c2ccc([N+](=O)[O-])cc2)CC1
-17 | Cc1ccc(C2Cc3cc(O)c(O)cc3CN2)cc1 (stereo not drawn)
-17 | O[C@@H]1CN(CC2CCCCC2)[C@@H](c2ccc(Cl)cc2)C[C@H]1n1cc(C2CC2)nn1
6 | O=C(Nc1ccccc1[N+](=O)[O-])OCC=Cc1ccccc1
6 | CC(C)C(=O)N1CCCCCCN1C(=O)C(C)C
? | Cc1ccc(S(=O)c2ccc([N+](=O)[O-])c3nonc23)cc1 (stereo not drawn)
-3 | O=C(O)CC(CC(=O)O)n1cccc1
-11 | COC(=O)c1ccc(NC(C)=O)cc1OC

Part of the list above in order of heavy-atom count, falling.
RXFP1 antag | Molecule
5 | CCOC(=O)C1CCN(C(=O)COC(=O)/C=C/c2ccc([N+](=O)[O-])cc2)CC1
6 | COc1ccc(CNC(=O)C(C)OC(=O)c2cccc(N(C)C)c2)cc1 (stereo not drawn)
-3 | CCOC(=O)C1C(=O)NC(C(=O)OCC)(C(=O)OCC)C1C(C)CC (stereo not drawn)
5 | CCN(CC(=O)NCc1cccs1)C(=O)Cc1ccc(Cl)c(Cl)c1
-7 | Nc1cccc2c(O)cc(S(=O)(=O)O)cc12
12 | O=C1CCCN1c1ccc([N+](=O)[O-])cc1

Next section:
RXFP1 antag | Molecule
2 | COc1ccccc1CN(C)C[C@@H]1OCc2cnnn2CCCC(=O)N([C@@H](C)CO)C[C@H]1C
9 | CCc1cc(=O)oc2cc(OS(C)(=O)=O)ccc12
11 | CC(C)C1C(=O)N(Cc2cn(CC3CCCCC3)nn2)CCS(=O)(=O)N1Cc1ccc(-c2ccc(Cl)nc2)cc1 (stereo not drawn)
-24 | OC(c1ccccc1)(c1ccccc1)c1nccc2ccccc12
-2 | O=C(COC(=O)Cc1c(F)cccc1Cl)NCc1ccc2c(c1)OCO2
-2 | COc1ccc(OCC(=O)NC2CCSc3ccccc32)cc1 (stereo not drawn)
5 | COc1ccc(C(=O)Nc2cccc(NC(=O)c3ccc(OC)cc3OC)n2)c(OC)c1
2 | Cc1ccsc1CN(C)CC(=O)Nc1ccccc1C(=O)NC1CC1
2 | O=C(COC(=O)CN1C(=O)c2ccccc2C1=O)Nc1ccccc1C(F)(F)F
3 | Cc1ccc(S(=O)(=O)N2CCN(C(=O)COC(=O)/C=C/c3ccc([N+](=O)[O-])cc3)CC2)c(C)c1
-2 | c1ccc(N=Nc2ccc3cccccc2-3)cc1
-3 | N#CCCN(C(=O)CN1c2cccc3cccc(c23)S1(=O)=O)c1ccccc1
-9 | COc1cc(C=NNC(=O)c2ccc(NS(=O)(=O)c3cccs3)cc2)cc(Br)c1O
10 | C[C@@H]1CNC(=O)c2c(C(=O)Nc3ccc(CNC(=O)OC(C)(C)C)cc3)ncn21
-1 | OCCN(Cc1cccnc1)Cc1ccccn1
1 | COc1ccc(NC(=O)COC(=O)C2COc3ccccc3O2)cc1 (stereo not drawn)
0 | CC1(c2cccc(Br)c2)NC(=O)N(CC(=O)NCCC2=CCCCC2)C1=O (stereo not drawn)
34 | O=C(CS)Nc1ccccc1
-4 | CC12CC3CC1C(C(=O)O2)C3C(=O)O (stereo not drawn)
-27 | N#CCC(=O)Nc1ccc(C(=O)OCC(=O)NC2CCCc3ccccc32)cc1 (stereo not drawn)
1 | CCOc1ncccc1C(=O)OC(C)C(=O)Nc1ccc(N2CCOCC2)cc1 (stereo not drawn)
-1 | CN1C=CC(C(C(N)=O)c2ccccc2)c2ccccc21 (stereo not drawn)
8 | Cc1cccc(NC(=O)C2CCN(S(=O)(=O)c3cccc4nsnc34)CC2)n1
6 | CC1=C(C#N)C(=O)NC1(C)O (stereo not drawn)
4 | Cc1ccc(C(=O)O)cc1NCc1cccnc1

As entered above:
`c1ccc(N=Nc2ccc3cccccc2-3)cc1` – RXFP1 antag: -2
`Cc1ccsc1CN(C)CC(=O)Nc1ccccc1C(=O)NC1CC1` – RXFP1 antag: 2
`COc1ccc(OCC(=O)NC2CCSc3ccccc32)cc1` (stereo not drawn) – RXFP1 antag: -2
`COc1ccc(C(=O)Nc2cccc(NC(=O)c3ccc(OC)cc3OC)n2)c(OC)c1` – RXFP1 antag: 5
`N#CCC(=O)Nc1ccc(C(=O)OCC(=O)NC2CCCc3ccccc32)cc1` (stereo not drawn) – RXFP1 antag: -27

Next part:
RXFP1 antag | Molecule
-9 | COc1ccc(NC(=O)CSc2ccc(NC(C)=O)cc2)cc1S(=O)(=O)N1CCOCC1
-14 | CN(CC(=O)Nc1cccc(Cl)c1)C1=NS(=O)(=O)c2ccccc21
3 | COc1cc(NC(=O)CCc2c(C)noc2C)c(Cl)cc1C(=O)O
-17 | COc1cc(C(C)=O)ccc1OCC(=O)Nc1cc(S(=O)(=O)N2CCOCC2)ccc1N1CCCC1
1 | Nn1c(-c2cccc(O)c2)nnc1-c1cccc(O)c1
-2 | CC1=C(C(=O)N2CCOCC2)CC(CC(=O)NCCCCc2ccccc2)C(=O)N1CCC1=CCCCC1 (stereo not drawn)
-11 | Cc1ccc(C([O-])=C(C(=S)NCc2ccccc2)[n+]2cccc(CO)c2)cc1[N+](=O)[O-]
3 | CSCCC(NC(=O)c1ccccc1Cl)C(=O)NCCc1ccccn1 (stereo not drawn)
1 | CCN(CC(=O)Nc1ccc2c(c1)OCCO2)C(=O)COc1ccc(C(C)=O)cc1
-7 | CC(C)Cn1cnc2c(SCc3ccc(Cl)cc3)nc(N)nc21
-35 | O=C(CCC1CCN(Cc2ccccc2)CC1)c1ccc2c(c1)NCCCC2
-1 | N#C/C(=C/c1ccc(-c2ccc(S(=O)(=O)N3CCOCC3)cc2)o1)C(=O)NC1CC1
-8 | COc1cc(Nc2nc3c(N)cc(C(F)(F)F)cc3nc2-c2ccccc2)cc(OC)c1OC
24 | C/C(=N\N=C1\NC(=O)CC(C(=O)O)S1)c1cccs1 (stereo not drawn)
2 | CCCCC(=O)Nc1ccc(NC(=O)c2cccs2)cn1
2 | Cc1cccc(NC(=O)C(C)Sc2nc3nc(C)cc(C)n3n2)c1 (stereo not drawn)
-14 | CCOC(=O)C1=C(C)N=c2s/c(=C/c3ccc(OCC(=O)O)c(OC)c3)c(=O)n2C1c1ccc(Cl)cc1 (stereo not drawn)
-2 | c1ccc(OC2CCCCC2N2CCOCC2)cc1 (stereo not drawn)
-19 | O=C1C(=Cc2ccco2)CCC1=Cc1ccco1
2 | O=C(Cc1coc2cc(O)ccc12)NNC(=O)c1ccc(Br)s1
-15 | CC1(C)Oc2c(ccc(O)c2CN2CCOCC2)C2=C1CCCC2
-27 | COc1ccc(C=NNC(=O)c2ccccc2OCc2ccc(F)cc2)c(OC)c1
-8 | O=S(=O)(c1ccccc1)N1CCNc2ccccc21
-10 | C/C(=N\Nc1ccccn1)c1ccc(Br)s1
12 | O=C1NC(=O)C(=C2CCOC2=O)N1
-6 | O=C(O)CC(NS(=O)(=O)c1ccc2c(c1)OCCO2)c1ccccc1[N+](=O)[O-] (stereo not drawn)
-3 | COc1cc(C(C)=O)ccc1OCC(=O)Nc1ccc(S(=O)(=O)N2CCCCC2)cc1
4 | O=C(O)C(NC(=O)c1ccccc1)=C(Cl)Cl
1 | O=C(CSc1ccccc1F)NCC(c1cccs1)N1CCOCC1 (stereo not drawn)
6 | COCc1c(C(=O)OCC(=O)NCc2ccco2)oc2ccccc12
-20 | COc1cccc2c1C(=O)c1c(O)c3c(c(O)c1C2=O)C[C@@](O)(C(=O)CO)C[C@@H]3O[C@H]1C[C@H](N)[C@H](O[C@@H]2CCCCO2)[C@H](C)O1
-15 | COc1ccc(CCNC(=O)c2cccc([N+](=O)[O-])c2)cc1OC
10 | O=C(Oc1ccc[nH]c1=O)C1CC1
